Assay outcomes as filed in PubChem.
TAAR1 antagonist – antagonists of human TAAR1; CHO RD-HGA16 TAAR1, Fluo-8 calcium fluorescence, antagonist; 360,000 tested, 1.5% active; inhibition, % at 3 µM; Q96RJ0;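 active means inhibition above a per-plate cutoff, the mean inhibition of test compounds on that plate plus 3 SD, cut at about 49% in these data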;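 further: 0% = DMSO plus EC80 beta-PEA response and 100% = DMSO alone without agonist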
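Assay system: RD-HGA16 CHO cells with stable hTAAR1 and Gα16 / Reagent: EC80 β-phenethylamine stimulus / Doses: 3 µM, single point / Timing: dye loading 75 min at 37 °C, then 30 min room temperature / Measured by: Fluo-8 intracellular calcium dye fluorescence, real-time kinetic reads / Controls: vehicle wells and EC80 agonist wells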
OXTR potentiator – potentiators of human oxytocin receptor | P30559 | CHO-OTR cells, Fluo-8 calcium fluorescence, potentiator mode; 0% = oxytocin EC15, 100% = EC100 | activation, % at 3 µM | 320,000 tested, 0.061% active;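 active means activation above that plate's cutoff, the mean activation of tested compounds plus 3 SD, cut at about 6.6% in these data, passing the limit was not always enough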;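 further: 100% uses oxytocin at 75 nM as the full agonist control; some results filed as inactive read as strong as hits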
Target sequence (P30559 whole entry, looked up): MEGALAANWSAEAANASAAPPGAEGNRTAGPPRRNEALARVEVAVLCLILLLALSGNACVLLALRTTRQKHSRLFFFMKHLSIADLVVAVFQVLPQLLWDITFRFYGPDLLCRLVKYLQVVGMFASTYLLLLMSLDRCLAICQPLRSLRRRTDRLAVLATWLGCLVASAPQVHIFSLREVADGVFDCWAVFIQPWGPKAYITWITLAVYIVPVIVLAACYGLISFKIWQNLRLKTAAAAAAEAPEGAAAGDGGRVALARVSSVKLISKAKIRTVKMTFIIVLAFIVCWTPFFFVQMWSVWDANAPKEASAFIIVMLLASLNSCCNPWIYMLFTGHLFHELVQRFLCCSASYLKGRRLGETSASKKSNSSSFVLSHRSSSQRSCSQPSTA
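Material: human OTR in CHO cells. Compound: 3.0 µM, one dose. Timing: compound 6 min at room temperature before oxytocin, 100 s read. Evaluation: % activation of max/min ratio relative to oxytocin controls. Replication: single well per compound, singlicate. Signal: Fluo-8 calcium dye fluorescence.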
CHO-K1 Ca ag – counter-screen for M1 agonists: effect in parental CHO-K1 cells; Fluo-8 calcium fluorescence; scaled to maximal ATP response, vehicle zero; activation, % at 3 µM; 360,000 tested, 0.48% active; AID 602248; in the data active means activation above about 15%;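 further: untransfected CHO-K1 host cells lacking M1 receptor as counterscreen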
CHO-K1 Ca antag – nonselective inhibitor or artifact in parental CHO-K1 cells. inhibition, % at 3 µM. 360,000 tested, 0.6% active. ATP-induced calcium, Fluo-8 fluorescence;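 active means inhibition above a per-plate cutoff, the plate's mean sample inhibition plus 3 SD, cut at about 24% in these data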;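 further: 0% = DMSO plus EC80 ATP and 100% = DMSO alone without ATP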
V1aR counter – V1a receptor agonism, counter-screen for OXTR agonists; CHO-V1R cells, Fluo-8 calcium fluorescence, agonist mode; 0% DMSO, 100% 3 nM vasopressin; activation, % at 3 µM; 320,000 tested, 0.25% active; AID 2797;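 active means activation above the mean activation of all tested compounds plus 3 SD, per screening run, cut at about 20% in these data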;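 further: signal is peak over basal fluorescence ratio across a 100 second FLIPR read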
Target sequence (P37288 whole entry, looked up): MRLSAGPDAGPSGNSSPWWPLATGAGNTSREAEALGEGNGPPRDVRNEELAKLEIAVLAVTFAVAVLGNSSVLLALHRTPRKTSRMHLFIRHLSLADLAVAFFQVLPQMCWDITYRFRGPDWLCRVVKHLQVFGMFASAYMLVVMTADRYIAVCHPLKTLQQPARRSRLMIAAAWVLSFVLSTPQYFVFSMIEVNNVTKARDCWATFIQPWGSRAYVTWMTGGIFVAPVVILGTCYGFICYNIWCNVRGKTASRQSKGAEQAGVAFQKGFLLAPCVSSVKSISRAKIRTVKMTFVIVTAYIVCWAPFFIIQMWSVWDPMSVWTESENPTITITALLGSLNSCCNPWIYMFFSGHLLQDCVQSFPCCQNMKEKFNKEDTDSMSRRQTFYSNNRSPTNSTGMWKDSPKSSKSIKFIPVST
TAAR1 agonist – human TAAR1 agonism; Q96RJ0; CHO RD-HGA16 TAAR1, Fluo-8 calcium fluorescence; vehicle wells 0%, saturating PEA agonist 100%; activation, % at 3 µM; 360,000 tested, 0.99% active; AID 624467;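 active means activation above the mean activation of all test compounds in the run plus 3 SD, cut at about 38% in these data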
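Benchmarks: low control DMSO, high control PEA (EC100); System: CHO RD-HGA16 cells carrying human TAAR1 plus Gα16; Detection: Fluo-8 fluorescence, 5 s baseline then 140 s kinetic read; Schedule: 17-24 h plating, Fluo-8 75 min 37 °C, 30 min RT; Read-out basis: % activation from peak over basal fluorescence ratio, DMSO-to-PEA scaled.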
CHRM1 agonist – agonists of human M1 muscarinic receptor | P11229 | CHO-K1 hM1, Fluo-8 calcium fluorescence, agonist mode; 0% DMSO, 100% acetylcholine EC100 | activation, % at 3 µM | 360,000 tested, 0.33% active | AID 588814;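 active means activation above the run's mean compound activation plus 3 SD, cut at about 16% in these data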;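 further: peak over basal fluorescence ratio within a 140 s kinetic read after compound addition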
CHO parental Ca – counter-screen: ATP calcium response change in parental CHO cells. inhibition, % at 5.6 µM. parental CHO-K1, ATP-induced calcium, Fluo-8 fluorescence. 330,000 tested, 0.63% active. AID 463079;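 active means inhibition above that plate's mean sample inhibition plus 3 SD, cut at about 26% in these data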;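 further: 0% = ATP-challenged DMSO wells and 100% = DMSO wells without ATP; some compounds past the cut are filed as inactive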
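Measured by: calcium-sensitive Fluo-8 fluorescence / Test system: CHO parental line / Controls: ATP-challenged DMSO wells low, unchallenged DMSO wells high / Measure: % inhibition / Compound: single nominal dose of 5.6 µM per compound / Replicates: single well per compound, no replicates / Reagent: ATP as calcium-mobilizing challenge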
CHO-K1 Ca PAM – M1 PAM counterscreen hit in parental CHO-K1 cells. ATP EC20, Fluo-8 calcium fluorescence; 0% at ATP EC20, 100% at ATP max. activation, % at 3 µM. 360,000 tested, 0.02% active;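 active means activation above the run cutoff, the mean activation of all test compounds plus 3 SD, cut at about 40% in these data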;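 further: peak over basal fluorescence ratio in a 140 s read after ATP addition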
Active calls of the source: *; · = not tested or not shown.

molecule	TAAR1 antagonist	OXTR potentiator	CHO-K1 Ca ag	CHO-K1 Ca antag	V1aR counter	TAAR1 agonist	CHRM1 agonist	CHO parental Ca	CHO-K1 Ca PAM
CC(=O)c1ccc(Nc2cc(C)nc3ccc(C)cc23)cc1	-17.1	-9.4	0.8	-2.7	-1.6	-2.4	-14.2	-17.8	19.6
COc1ccc(NC(=O)c2ccco2)cc1NC(=O)c1ccc(C)cc1	-14.8	0.1	0.0	-8.1	-1.2	6.5	-4.7	-23.1	11.2
COC(=O)c1c(-c2ccsc2)sc2ccc(-c3cc(OC)c(OC)c(OC)c3)cc12	4.6	-0.7	-0.2	-18.7	1.4	9.7	-2.5	-21.3	17.1
CNC(=O)c1cc2ccccc2o1	3.2	-3.7	0.3	-3.9	0.8	1.2	-2.2	6.4	13.3
Cc1ccc(NC(=O)CN(C)C(=O)Cn2ncc(Cl)c(Cl)c2=O)cc1	-10.2	-7.8	-0.7	-12.2	-0.4	2.6	-7.5	-4.1	16.1
CC(C)=CCC/C(C)=C/CNC(=O)C[C@H]1C[C@H](C(=O)N2CCCCC2)[C@@]2(C)c3[nH]c4cc(-c5ccco5)ccc4c3CCN2C1=O	-13.5	·	0.0	5.5	·	0.9	-5.0	-27.4	-7.5
CCOC(=O)[C@]12CCCC=C1N(Cc1cccc3ccccc13)C(=O)[C@H](CC(=O)N1CCCCC1)C2	3.9	·	0.9	-17.7	·	3.0	·	·	22.0
COc1ccccc1NS(=O)(=O)c1cc2c3c(c1)CCN3C(=O)CC2	-24.1	-8.1	0.7	-0.8	0.0	3.5	10.1	-7.1	-0.7

Just CHO-K1 Ca PAM, OXTR potentiator and CHRM1 agonist (two entries from above):
| SMILES | CHO-K1 Ca PAM | OXTR potentiator | CHRM1 agonist |
| --- | --- | --- | --- |
| COc1ccc(NC(=O)c2ccco2)cc1NC(=O)c1ccc(C)cc1 | 11.2 | 0.1 | -4.7 |
| COC(=O)c1c(-c2ccsc2)sc2ccc(-c3cc(OC)c(OC)c(OC)c3)cc12 | 17.1 | -0.7 | -2.5 |

(more compounds)
molecule	TAAR1 antagonist	OXTR potentiator	CHO-K1 Ca ag	CHO-K1 Ca antag	V1aR counter	TAAR1 agonist	CHRM1 agonist	CHO parental Ca	CHO-K1 Ca PAM
Cc1cccc(C(=O)Nc2scc(CC(C)C)c2C(=O)O)c1	-22.3	2.6	0.5	-5.9	0.6	-1.3	-4.3	-5.7	9.3
O=C(/C=C/c1ccc(Cl)cc1)NCCCN1CCOCC1	-0.9	-6.7	0.6	-2.7	0.1	1.4	-3.7	4.0	8.4
C=CCN(CC=C)CCOc1ccc(OC(C)C)cc1	-4.5	-6.8	-0.4	9.9	-0.9	6.9	-9.9	0.2	1.3
O=C(N/N=C/c1cc([N+](=O)[O-])ccc1N1CCCCCC1)c1ccccn1	12.8	-11.6	2.1	7.2	0.0	3.3	-13.2	-17.3	-7.8
Cc1ccc2c(c1)c(C1=NC(=S)NC1=O)c(O)n2C	18.1	-6.4	-0.1	4.7	0.5	10.9	-2.7	-10.5	-0.4
Cn1c(SC(C(=O)Nc2ccc(F)cc2)c2ccccc2)nc2ccccc21 (configuration not stated)	22.8	-14.9	2.1	-8.1	0.6	-1.5	-12.4	-1.7	16.3
Cn1cccc1CNC1CCCCC1	9.5	-2.8	0.1	-14.0	0.1	9.5	-4.0	5.5	9.0
Cc1ccc(NC2c3ncccc3C(=O)N2C2CCCCC2)cc1C (configuration not stated)	21.7	-4.6	-0.1	-36.4	-1.6	5.1	-1.6	-14.7	14.1

The listing continues:
molecule	TAAR1 antagonist	OXTR potentiator	CHO-K1 Ca ag	CHO-K1 Ca antag	V1aR counter	TAAR1 agonist	CHRM1 agonist	CHO parental Ca	CHO-K1 Ca PAM
Cc1ccc2nc(-c3ccccc3)oc(=O)c2c1	11.7	6.1	-0.6	22.8	0.7	0.5	1.6	-2.6	-20.9
Cc1ccc(NC(=S)c2ccncc2)c(C)c1	-29.0	2.2	2.9	-12.3	0.3	-0.9	-4.2	-9.5	10.0
Cc1cc(C(=O)COC(=O)c2ccc3c(c2)NC(=O)CS3)c(C)n1CC1CCCO1 (configuration not stated)	38.0	-10.9	10.9	10.8	6.6	11.4	0.1	1.2	5.3
CC(=O)N1CCN(Cc2nc3cc([N+](=O)[O-])ccc3n2C)CC1	-10.2	5.0	1.0	-10.4	-0.3	-0.5	-3.5	-3.3	8.2
CCOc1ccc(NC(=O)C2CCN(S(=O)(=O)c3cccnc3)CC2)cc1	-26.1	-1.5	2.0	-21.5	1.9	5.2	-3.9	1.6	3.6
CC(C)=CCCC(C)CN1CCC(N2CCC(C(=O)N3CCCC3)CC2)CC1 (configuration not stated)	-4.2	1.6	4.1	-9.1	0.0	0.1	-4.9	-7.3	21.6
C#CCCC(=O)c1ccccc1/C=[N+](\[O-])c1ccccc1	7.4	-0.4	-0.1	1.4	-0.8	13.6	-7.3	-5.2	-19.4
NC(=O)c1c(NC(=O)CSc2nnc(-c3ccccc3)n2CC2CCCO2)sc2c1CCC2 (configuration not stated)	6.2	1.9	0.0	-3.8	-1.2	3.7	-6.9	-27.2	16.4

(continued)
molecule	TAAR1 antagonist	OXTR potentiator	CHO-K1 Ca ag	CHO-K1 Ca antag	V1aR counter	TAAR1 agonist	CHRM1 agonist	CHO parental Ca	CHO-K1 Ca PAM
O=C(COC(=O)c1cc[n+]([O-])cc1)Nc1ccc(Cl)cc1[N+](=O)[O-]	3.0	-2.3	0.2	4.8	1.1	-0.2	-3.2	-8.2	-2.0
COc1ccc(S(=O)(=O)Nc2ccccc2-c2nnn(CC(=O)Nc3ccccc3OC)n2)cc1	36.9	-11.7	5.0	12.8	4.4	2.0	-5.9	44.4*	8.7
O=C(CSc1ncnc2ccccc12)NCCCO	0.2	1.0	0.3	-12.8	-0.1	4.9	0.6	-2.8	1.5
O=S(=O)(c1cccc2nsnc12)N1CCOCC1	-5.2	-9.5	-0.1	-7.8	0.6	1.1	-0.2	-14.7	7.9
O=C(CCc1c[nH]c2ccccc12)NCCc1ccc2c(c1)OCCO2	-6.9	-5.1	2.1	-9.5	3.6	6.0	-5.1	-14.3	12.0
O=P1(O)C=C(c2ccccc2)NC(c2ccccc2)=C1	-13.7	-4.5	3.0	-8.0	0.5	10.1	-5.2	-7.8	15.8
CC1(C)Cc2c(C#N)c(NCCc3ccccc3)nc(-c3ccco3)c2CO1	-7.0	-24.0	-0.3	2.6	-0.2	21.3	0.8	-15.6	2.7
CCOC(=O)C1(C)CCCN(C(=O)c2cc(C#N)cs2)C1 (configuration not stated)	-23.1	·	0.3	-4.4	·	1.0	-3.7	·	11.3

Other entries
molecule	TAAR1 antagonist	OXTR potentiator	CHO-K1 Ca ag	CHO-K1 Ca antag	V1aR counter	TAAR1 agonist	CHRM1 agonist	CHO parental Ca	CHO-K1 Ca PAM
CCOC(=O)C1CCN(C(=O)N(CC)CC)CC1	-18.8	1.4	0.3	-4.9	1.2	6.7	-5.0	-0.5	12.9
Cn1c(=O)c2c(ncn2CC(=O)N2CCN(c3ccc(F)cc3)CC2)n(C)c1=O	-1.4	-7.5	1.9	-8.0	0.0	19.4	-4.0	8.9	17.9
Cc1c(C(=O)Nc2ccc(Cl)cc2)c2ccccn2c1CCc1ccncc1	36.3	-8.0	7.1	14.7	3.8	8.1	-6.5	-21.1	-2.1
CC(C)c1ccc(NC2CCCN(C(=O)c3ccnn3C)C2)cc1 (configuration not stated)	-13.1	-0.8	0.9	-5.1	0.6	-0.1	-0.5	-7.9	10.9
CCOC(=O)n1c(=O)n(Cc2cccc(C)c2)c2ccccc21	-2.2	-13.4	0.0	1.1	-1.4	11.4	-14.2	-16.8	8.7
COCCN1C(=O)C(C(=O)OC)CC2=C1CC(C)(C)CC2=O (configuration not stated)	-6.4	·	0.0	-10.2	·	1.9	-2.3	·	-2.2
Cc1nc2ncnn2c(C)c1CCC(=O)NC(C)c1ccc2c(c1)OCCO2 (configuration not stated)	1.1	-2.1	0.4	0.8	0.9	6.5	-6.2	-5.9	5.6
CC(Nc1ccccc1)c1ccncc1 (configuration not stated)	4.3	-10.5	0.4	-13.2	-0.5	-1.6	-5.0	-6.7	-1.8

(listing goes on)
molecule	TAAR1 antagonist	OXTR potentiator	CHO-K1 Ca ag	CHO-K1 Ca antag	V1aR counter	TAAR1 agonist	CHRM1 agonist	CHO parental Ca	CHO-K1 Ca PAM
CN(C[C@H](Cc1ccccc1)N(C[C@@H](CC1CCCCC1)N(CCc1ccccc1)N=O)N=O)N=O	1.2	-0.5	-0.2	6.7	0.2	34.9	-3.1	-29.8	-4.0
COc1ccc(CCNC(=O)c2oc3ccc(S(=O)(=O)N4CCOCC4)cc3c2C)cc1OC	3.1	-14.4	4.1	-6.9	1.3	22.5	-3.6	-1.0	15.7
CCn1c(SCC(=O)N/N=C/C=C/c2ccccc2[N+](=O)[O-])nnc1-c1ccccc1	15.4	6.3	2.6	-15.2	0.2	3.9	-4.8	-16.1	11.1
O=C(NCC1COc2ccccc2O1)c1c[nH]c2ccc(S(=O)(=O)N3CCOCC3)cc2c1=O (configuration not stated)	7.3	·	0.8	-21.5	·	2.1	-1.4	·	20.0
CCOC(=O)Cn1c(=O)n(Cc2ccco2)c(=O)c2ccc(C(=O)NC3CCCC3)cc21	-6.2	0.7	0.6	-4.4	-1.3	-2.4	-5.9	-11.7	9.0
Cc1ccc(N2CCN(C3=NC(=O)C(Cc4ccccc4)S3)CC2)cc1 (configuration not stated)	-14.5	-5.2	1.4	-5.4	0.7	-1.9	-7.9	-2.7	16.6
Cc1cccc2c1NC(C)CC2C (configuration not stated)	-2.4	-2.3	0.2	-3.2	0.5	6.5	-1.2	-2.8	15.6
Cn1c(=O)n(C)c2cc(S(=O)(=O)Nc3ccccc3C(=O)O)ccc21	-16.6	-9.2	0.2	-5.3	-0.1	0.0	-0.9	-0.8	12.2
